MRP resist rev – compounds reversing MRP-mediated drug resistance. H69AR cells + 2 uM doxorubicin, CellTiter-Glo, 72 h. differential viability (reversal), % at 10 µM. 85,000 compounds, 0.04% hits;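 active means viability drop by adding the cancer drug above about 55%, with treated viability meeting a 40% cutoff, limit read from the data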;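 further: viability without doxorubicin minus viability with 2 µM doxorubicin for each compound; larger differential means the compound sensitizes cells more to doxorubicin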
IL1B NFkB inh – blocks IL-1B driven NFkB nuclear translocation in HUVEC cells; HUVEC IL-1B NFkB p65 nuclear translocation imaging; inhibition, % at 2 µM; 94,000 compounds, 0.43% hits; AID 796;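 active means inhibition above about 30% together with a positive call from visual inspection of the well image, limit read from the data; inconclusive means inhibition above a set limit but visual check negative; inactive means inhibition not above a set limit, visual check negative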;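 further: nuclear over cytoplasmic p65 intensity ratio measured by imaging; 0% = IL-1B stimulated DMSO wells and 100% = unstimulated DMSO wells; values of inactives mirror those of a sister screen read the other way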
PLAP inhibitors HTS – inhibition of human placental alkaline phosphatase – biochemical, luminescence, HTS (AID 690); purified PLAP, luminescent substrate; higher % means a stronger effect; inhibition, % at 20 µM, or IC50 in µM where a hit was titrated; 96,000 compounds, 0.08% hits; in the data active means a potency from the dose series; inactive means the rest, 99 in 100 with inhibition below about 30%; further: strong numbers were not always called active
IL1B NFkB pot – enhances IL-1B driven NFkB nuclear translocation. HUVEC IL-1B NFkB p65 nuclear translocation imaging. activation, % at 2 µM. 94,000 compounds, 0.3% hits;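 active means activation above 40%, about the mean plus 3 SD, also judged a hit on visual image review; inconclusive means activation above 40% but not a hit on visual review; inactive means activation not above 40% and no visual hit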;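 further: percent activation is computed from the nuclear over cytoplasmic p65 intensity ratio; values of inactives mirror those of a sister screen read the other way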
Bcl-B TR3 displacers – displacers of TR3 peptide from Bcl-B, primary screen, selectivity assay for Bfl-1 inhibitor project, biochemical, fluorescence polarization. FP displacement of FITC-TR3 peptide from Bcl-B; higher % means a stronger effect. displacement, % at 20 µM, or IC50 in µM where a hit was titrated. 96,000 compounds, 0.11% hits. AID 748;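 active means displacement above 50% at 20 µM plus a fluorescence interference ratio under 1.5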;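 further: plate controls were wells without compound for no effect and wells lacking Bcl-B protein for full effect; a part of the inactive calls stands beside numbers as strong as those of hits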
MRP resist rev cytotoxicity – second read-out of MRP resist rev, no call of its own (marks repeat the call); viability, %; H69AR cells, CellTiter-Glo, 72 h; measured here: cytotoxicity without doxorubicin
MRP resist rev with doxorubicin – recorded beside MRP resist rev, whose call it bears; viability, %; measured here: viability with 2 uM doxorubicin; hits give low values
IL1B NFkB inh cell count 2 µM – recorded beside IL1B NFkB inh, whose call it bears; cell count; measured here: cells passing quality filter;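 raw number of nuclei counted in each imaged well without normalization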
IL1B NFkB pot cell count 2 µM – recorded beside IL1B NFkB pot, whose call it bears; cell count; measured here: cells passing quality filter
The depositor's hits bear a star; ? = inconclusive; . = not tested or not shown. The list is partial. The share of hits here may be higher or lower than overall.

# | Molecule | IL1B NFkB pot | MRP resist rev cytotoxicity | IL1B NFkB pot cell count 2 µM | MRP resist rev | PLAP inhibitors HTS | IL1B NFkB inh cell count 2 µM | IL1B NFkB inh | MRP resist rev with doxorubicin | Bcl-B TR3 displacers
1 | C=CCn1c(SCc2c(C(=O)OC)sc(N)c2C(=O)OC)nnc1-c1ccc(Cl)cc1 | 1 | 45 | 173 | -28 | -63% | 173 | -2 | 73 | 1%
2 | CCOC(=O)C1CCCN(C(=O)c2cc3c(-c4cccc(OC)c4)nn(C)c3s2)C1 (configuration not stated) | -1 | 22 | 179 | -46 | -31% | 179 | 1 | 68 | -8%
3 | O=C(CCCCn1c(=O)c2ccccc2n(CC(=O)NC2CCCC2)c1=O)NCc1ccco1 | 16 | 95 | 174 | -1 | 0% | 174 | -16 | 96 | -6%
4 | Brc1cccc(-c2nc(-c3ccncc3)no2)c1 | . | 98 | . | -5 | 12% | . | . | 103 | -7%
5 | CCOC(=O)c1sc2nc(CC(=O)OC)nc(NCc3ccc(Cl)cc3)c2c1C | -8 | 87 | 172 | 19 | 17% | 172 | 8 | 68 | 10%
6 | Cn1ccs/c1=N\S(=O)(=O)c1ccc(F)cc1 | -3 | 89 | 71 | 5 | -33% | 71 | 3 | 84 | -1%
7 | O=C(CNC(=O)c1cccs1)NCC(=O)OCc1ccccc1Cl | ? | . | . | . | 3% | 146 | -85 | . | -2%
8 | Cc1ccc(-c2csc3n[nH]c(=S)n23)cc1 | 20 | . | 108 | . | 24% | 108 | -20 | . | -6%
9 | CNc1oc(-c2cccs2)nc1C#N | -5 | 89 | 80 | 2 | 11% | 80 | 5 | 86 | -6%
10 | Cc1cn2c(-c3ccncc3)nnc2s1 | 28 | . | 124 | . | -2% | 124 | -28 | . | -13%
11 | Cc1ccc(CNC(=O)CCn2nc(-c3ccc(Cl)cc3)ccc2=O)cc1 | 17 | 102 | 182 | 14 | -36% | 182 | -17 | 88 | -9%
12 | CCOc1ccc(C(N)=O)cc1OC | 5 | 96 | 130 | -6 | 15% | 130 | -5 | 102 | -11%
13 | COc1ccc(N(Cc2ccccc2)C(=O)c2ccccc2[N+](=O)[O-])cc1 | 31 | . | 161 | . | -4% | 161 | -32 | . | -6%
14 | c1cncc(-c2nc3ccccn3c2Nc2ccc3c(c2)OCCO3)c1 | 14 | 90 | 198 | 5 | 11% | 198 | -14 | 85 | 13%
15 | N#CCSc1nc2scc(-c3cccs3)c2c(=O)n1CCc1ccccc1 | -6 | 43 | 130 | -3 | 4% | 130 | 6 | 46 | -6%
16 | COC(=O)C(C)Oc1ccc(=O)[nH]n1 (configuration not stated) | 2 | 102 | 117 | 3 | -4% | 117 | -2 | 99 | -6%
17 | CCCOc1ccc(C2(C(=O)O)CCCC2)cc1 | 9 | 83 | 166 | 2 | -16% | 166 | -10 | 81 | -9%
18 | CS(=O)(=O)Nc1ccc(S(=O)(=O)N2CCOCC2)cc1 | 11 | 98 | 191 | -3 | 13% | 191 | -11 | 102 | 1%
19 | COC(=O)c1[nH]c2ccccc2c1NC(=O)Oc1ccccc1 | 0 | 93 | 190 | -3 | 15% | 190 | 0 | 97 | -6%
20 | Nc1nc(Cn2nnc(-c3ccccc3Cl)n2)nc(N2CCOCC2)n1 | . | 87 | . | 6 | 5% | . | . | 80 | 2%
21 | CC(C)CC(=O)Nc1ccc(OCC(=O)O)cc1 | . | 93 | . | 3 | -10% | . | . | 90 | 16%
22 | O=C(N/C(=C/c1ccc(Cl)cc1)c1nc2ccccc2[nH]1)c1ccco1 | 24 | . | 89 | . | -11% | 89 | -24 | . | 7%
23 | CCc1ccc(Nc2nc(N)nc(CSc3nnnn3-c3ccccc3)n2)cc1 | 7 | 68 | 121 | 14 | -40% | 121 | -7 | 54 | -5%
24 | CCn1c(-c2ccc(F)cc2)n[nH]c1=S | 6 | 93 | 165 | -7 | 15% | 165 | -6 | 100 | -6%

An excerpt of these results, with values under each structure:
Order of results: IL1B NFkB pot | MRP resist rev cytotoxicity | IL1B NFkB pot cell count 2 µM | MRP resist rev | PLAP inhibitors HTS | IL1B NFkB inh cell count 2 µM | IL1B NFkB inh | MRP resist rev with doxorubicin | Bcl-B TR3 displacers
(19) COC(=O)c1[nH]c2ccccc2c1NC(=O)Oc1ccccc1
    0 | 93 | 190 | -3 | 15% | 190 | 0 | 97 | -6%
(17) CCCOc1ccc(C2(C(=O)O)CCCC2)cc1
    9 | 83 | 166 | 2 | -16% | 166 | -10 | 81 | -9%
(23) CCc1ccc(Nc2nc(N)nc(CSc3nnnn3-c3ccccc3)n2)cc1
    7 | 68 | 121 | 14 | -40% | 121 | -7 | 54 | -5%
(24) CCn1c(-c2ccc(F)cc2)n[nH]c1=S
    6 | 93 | 165 | -7 | 15% | 165 | -6 | 100 | -6%

Laid out differently: results already given.
(17) CCCOc1ccc(C2(C(=O)O)CCCC2)cc1
(24) CCn1c(-c2ccc(F)cc2)n[nH]c1=S

assay / compound | 17 | 24
IL1B NFkB pot | 9 | 6
MRP resist rev cytotoxicity | 83 | 93
IL1B NFkB pot cell count 2 µM | 166 | 165
MRP resist rev | 2 | -7
PLAP inhibitors HTS | -16% | 15%
IL1B NFkB inh cell count 2 µM | 166 | 165
IL1B NFkB inh | -10 | -6
MRP resist rev with doxorubicin | 81 | 100
Bcl-B TR3 displacers | -9% | -6%

(next part)
# | Molecule | IL1B NFkB pot | MRP resist rev cytotoxicity | IL1B NFkB pot cell count 2 µM | MRP resist rev | PLAP inhibitors HTS | IL1B NFkB inh cell count 2 µM | IL1B NFkB inh | MRP resist rev with doxorubicin | Bcl-B TR3 displacers
25 | CCOC(=O)c1[nH]c2ccc(OC)cc2c1NC(=O)OC | 16 | 93 | 192 | 23 | -1% | 192 | -16 | 70 | -6%
26 | C/C=C/c1ccc(OC)c(OC(C)=O)c1 | . | 80 | . | -15 | 2% | . | . | 96 | -6%
27 | Cc1nn(-c2ccc(F)cc2)c2sc(C(=O)OCC(=O)N3CCC(C)CC3)cc12 | 19 | 83 | 143 | 3 | -23% | 143 | -19 | 80 | -6%
28 | COc1ccccc1Nc1ncc(-c2cccs2)s1 | 16 | . | 104 | . | 2% | 104 | -16 | . | -18%
29 | CCN(CCCNC(=O)CCNC(=O)Cn1cnc2ccccc2c1=O)c1cccc(C)c1 | 13 | 90 | 88 | 3 | -53% | 88 | -13 | 87 | -4%
30 | CC(C)c1ccc(NC(=O)c2ccc(Br)o2)cc1 | -3 | 73 | 107 | -6 | . | 107 | 3 | 79 | .
31 | CC(OC(=O)CNC(=O)C12CC3CC(CC(C3)C1)C2)C(=O)Nc1ccc(N2CCOCC2)cc1 (configuration not stated) | 14 | 96 | 42 | 0 | -40% | 42 | -14 | 95 | 4%
32 | Cc1ccc(NC(=O)N2CCC(c3nc4c(nnn4Cc4c(F)cccc4Cl)c(=O)[nH]3)CC2)cc1 | 12 | 68 | 198 | 30 | -49% | 198 | -12 | 37 | -9%
33 | CCOC(=O)N1CCN(C(=O)c2ccc(NC(C)=O)cc2)CC1 | 1 | 101 | 133 | 5 | 4% | 133 | -1 | 96 | -8%
34 | O=C(O)[C@@H]1CSC2(CCSC2)N1 (some centres not stated) | . | 106 | . | 2 | -66% | . | . | 104 | -3%
35 | CC(=O)Nc1ccc(Cl)cc1C(=O)O | -4 | 96 | 130 | -8 | 22% | 130 | 4 | 105 | -7%
36 | CC(=O)Nc1ccc(/C(C)=N/NS(=O)(=O)c2ccc(C)cc2)cc1 | 4 | . | 152 | . | 2% | 152 | -4 | . | -10%
37 | COc1ccccc1NC(=O)c1c(NC(=O)c2ccco2)sc2c1CCC2 | 0 | 60 | 127 | -22 | -66% | 127 | 0 | 82 | -41%
38 | NNC(=O)C1CCCn2c1nc1sc3c(c1c2=O)CCCC3 (configuration not stated) | 4 | 91 | 202 | 9 | 15% | 202 | -4 | 83 | 10%
39 | CCC(=O)Nc1ccccc1C(=O)N1CCCC1 | -3 | 88 | 153 | -2 | -15% | 153 | 3 | 90 | 4%
40 | COC(=O)c1nn(-c2ccccc2)c(-c2ccccc2)c1C(=O)c1ccccc1 | 19 | . | 181 | . | -13% | 181 | -19 | . | -16%
41 | Cc1ccc2c(C(=O)CN3CCC4(CC3)OCCO4)c(C)[nH]c2c1 | -7 | . | 172 | . | -34% | 172 | 7 | . | 7%
42 | COc1cccc(NS(=O)(=O)c2cc(C)ccc2OC)c1 | -12 | 89 | 74 | -5 | -9% | 74 | 12 | 93 | -6%
43 | Cc1c(C(=O)N(C)Cc2ccccc2)oc2ccc(S(=O)(=O)N3CCCC3)cc12 | -3 | 39 | 99 | -30 | -67% | 99 | 3 | 69 | -2%
44 | COc1cccc(NC(=O)C(C)Oc2ccccc2)c1 (configuration not stated) | 1 | 102 | 102 | -7 | 1% | 102 | -1 | 109 | 11%
45 | COCc1cc(C)nc2sc(C(=O)OC)c(N)c12 | -6 | . | 161 | . | 14% | 161 | 6 | . | -1%
46 | O=C(C1CCCN(S(=O)(=O)c2cccc3nsnc23)C1)N1CCN(c2ccccn2)CC1 (configuration not stated) | 4 | 69 | 123 | -17 | -35% | 123 | -4 | 85 | 2%
47 | O=c1[nH]c2ccccc2n1CCCSCCCn1c(=O)[nH]c2ccccc21 | . | 77 | . | -4 | -78% | . | . | 81 | -4%
48 | C(=N\Nc1nc(N2CCOCC2)nc(N2CCOCC2)n1)/c1cccnc1 | 10 | . | 113 | . | -36% | 113 | -10 | . | 0%
49 | COc1cccc2c(=O)n(CC(=O)N3CCC(C)CC3)ccc12 | -9 | 89 | 206 | 2 | 1% | 206 | 9 | 87 | -3%
50 | COc1cc2c(cc1OC)CN(C(=O)C(C)(C)C)CC2 | 5 | 95 | 163 | 6 | -23% | 163 | -5 | 90 | -12%
51 | CC(C)c1ccc(S(=O)(=O)N2CCN(CCC(=O)Nc3ccc(N(C)C)cc3)CC2)cc1 | 12 | 44 | 123 | 8 | 8% | 123 | -12 | 36 | -1%
52 | COc1ccc[nH]c1=O | 4 | 87 | 178 | 2 | 1% | 178 | -4 | 85 | 7%
53 | CCOC(=O)CC1C(C(=O)OCC)ON2OC(C(=O)OC)C(C(=O)OCC)C12 (configuration not stated) | 17 | 112 | 78 | 10 | 9% | 78 | -17 | 102 | -2%
54 | CCOC(=O)C(Cc1c[nH]c2ccccc12)NC(=O)CNC(C)=O (configuration not stated) | -2 | 105 | 96 | 8 | 10% | 96 | 2 | 96 | 4%
55 | CCOC(=O)c1[nH]nc(-c2cc(CC)c(O)cc2O)c1-c1cscn1 | 21 | 71 | 164 | -2 | -108% | 164 | -21 | 73 | 8%
56 | COc1ccccc1OCCc1nnc(N)s1 | -11 | 91 | 65 | 0 | 15% | 146 | 12 | 90 | 1%
57 | COc1ccc(-c2c3c(=O)n(C)c(=O)n(C)c3cn2Cc2cccnc2)cc1 | 31 | 90 | 130 | 5 | -6% | 130 | -31 | 84 | 7%
58 | Cc1ccc(N2C(N)=C(C#N)C3(C(=O)N(C)c4ccccc43)C3=C2CC(C)(C)CC3=O)cc1Cl (configuration not stated) | -14 | . | 91 | . | -74% | 91 | 14 | . | 11%
59 | O=C(O)CC(c1ccccc1)c1ccccc1 | 4 | 106 | 86 | 11 | -2% | 86 | -4 | 95 | 4%
60 | CCC(=O)Nc1ccc(S(=O)(=O)N2CCCCC2)cc1OC | -14 | 101 | 147 | 20 | 5% | 147 | 14 | 81 | 0%
61 | CCS(=O)(=O)N1CCCC(C(=O)NCc2ccc3c(c2)OCO3)C1 (configuration not stated) | 7 | 99 | 91 | 13 | 12% | 91 | -7 | 86 | 22%
62 | COc1cc(C(=O)O)nc2ccccc12 | -15 | 92 | 159 | -6 | -29% | 159 | 15 | 98 | -12%
63 | Cc1ccc(OCC(=O)Nc2ccc(-c3nc4ncccc4o3)cc2)cc1 | 2 | 87 | 186 | -13 | 4% | 186 | -2 | 100 | -36%
64 | COC(=O)c1ccc(-c2nc(-c3ccc(Br)o3)no2)cc1 | 0 | 93 | 61 | -10 | 9% | 61 | 0 | 103 | -22%
65 | O=C(CN1C(=O)c2ccccc2C1=O)NN1C(=O)c2ccccc2C1=O | 10 | . | 156 | . | . | 156 | -10 | . | -13%

Screens (PubChem BioAssay)
